EPAC2 ag = qHTS for Agonist of cAMP-regulated guanine nucleotide exchange factor 4 (EPAC2): primary screen | Potency, µM (series often up to 154 µM), for inactives: at the highest dose activation, usual class: activators | AID 720711, 2013 | 0.079% of 360,000 active | EPAC2 activation, biochemical qHTS; response scale: 100% = 6.5 mM cAMP response | Rap guanine nucleotide exchange factor 4 (Homo sapiens), Q8WZA2; further: nearly all actives have a fitted effect of over 50% in size
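Setup: EPAC2 100 nM, labeled Rap1B complex 250 nM, free GDP 50 uM. Compound titrations pinned in, brief spin, 5 min room temperature incubation. Kinetic fluorescence read over 30 min, normalized to 6.5 mM cAMP.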
PTHR1 ag = qHTS for PTHR1 Agonists: Primary Screen; Parathyroid hormone/parathyroid hormone-related peptide receptor (Homo sapiens), Q03431; HEK293 GP2 PTHR1 cells, GloSensor cAMP luminescence, 1 h; Potency, µM (top dose mostly 115 µM), for inactives: top-dose activation, most hits filed as activators; 0.075% of 410,000 active; AID 743266, 2014; further: nearly all actives have a fitted effect of over 55% in size; some results filed as inactive show a strong effect at the top dose; inactives centre near -15; many of its hits are not listed in these tables
Target sequence (Q03431 whole entry, looked up): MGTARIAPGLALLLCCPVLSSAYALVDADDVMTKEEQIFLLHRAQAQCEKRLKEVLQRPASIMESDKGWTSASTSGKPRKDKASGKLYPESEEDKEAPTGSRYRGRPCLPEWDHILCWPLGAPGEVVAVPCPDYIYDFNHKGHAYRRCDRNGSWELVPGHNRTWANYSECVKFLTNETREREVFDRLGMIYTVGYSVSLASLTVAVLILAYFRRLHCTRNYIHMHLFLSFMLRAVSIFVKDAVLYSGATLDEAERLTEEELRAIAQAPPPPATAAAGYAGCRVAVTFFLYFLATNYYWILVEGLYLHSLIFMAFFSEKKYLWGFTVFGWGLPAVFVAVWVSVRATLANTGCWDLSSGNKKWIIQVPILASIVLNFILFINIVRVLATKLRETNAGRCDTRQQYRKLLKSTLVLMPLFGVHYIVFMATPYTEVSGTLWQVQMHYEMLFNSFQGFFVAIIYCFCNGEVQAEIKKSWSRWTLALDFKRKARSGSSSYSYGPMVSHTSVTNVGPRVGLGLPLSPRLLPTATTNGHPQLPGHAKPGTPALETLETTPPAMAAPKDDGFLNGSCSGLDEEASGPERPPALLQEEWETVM
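HEK-293-derived GP2 cells expressing PTHR1 and a GloSensor cAMP reporter, 3,000/well, plated overnight, given luciferin plus IBMX (each 0.5 mM as added) for 1 h at 37 °C, then compound for 1 h at 37 °C. Luminescence was read after 15 min at room temperature.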
EPAC1 agonist = qHTS for Agonist of cAMP-regulated guanine nucleotide exchange factor 3 (EPAC1): primary screen; Rap guanine nucleotide exchange factor 3 (Homo sapiens), O95398; EPAC1 agonist qHTS, biochemical assay; response scale: 100% = response to 6.5 mM cAMP; Potency, µM (series often up to 154 µM), inactives show top-dose activation, hits mostly activators; 0.073% of 360,000 active; AID 720707, 2013; further: nearly all actives have a fitted effect of over 60% in size
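Fluorescent GDP-exchange assay: 100 nM EPAC1 with 250 nM Rap1B preloaded with BODIPY-GDP and 50 uM GDP; compounds tested as concentration series, 5 min at room temperature, then read every 5 min for 30 min (ex 480/em 540 nm); normalized to 6.5 mM cAMP.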
EPAC1 antag = qHTS for Antagonist of cAMP-regulated guanine nucleotide exchange factor 3 (EPAC1): primary screen. Rap guanine nucleotide exchange factor 3 (Homo sapiens), O95398. EPAC1 GEF assay, Rap1b-BODIPY-GDP exchange fluorescence. Potency, µM (series often up to 115 µM), for the others: at the highest dose activity change, negative = inhibition, hits mostly inhibitors. 0.14% of 360,000 active;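 further: plate controls were vehicle for no effect and positive control for full effect; nearly all actives have a fitted effect of over 50% in size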
aSyn yeast inh = qHTS of alpha-syn Inhibitors. 0.14% of 370,000 active. Yeast expressing alpha-synuclein, growth rescue, BacTiter-Glo, 24 h. Potency, µM (highest dose often 46.1 µM), inactives show top-dose growth rescue (activation), usual class: activators; further: % of control where 0% means no effect; nearly all actives have a fitted effect of over 65% in size
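Screening used galactose-induced yeast with toxic alpha-synuclein levels, exposed to compound for 24 hr at 30 deg C. Cell growth, read with BacTiter-Glo luminescence, gave the measured signal.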
EPAC2 antagonist = qHTS for Antagonist of cAMP-regulated guanine nucleotide exchange factor 2 (EPAC2): primary screen; Rap guanine nucleotide exchange factor 4 (Homo sapiens), Q8WZA2; EPAC2 GEF exchange of Rap1B-BODIPY-GDP, fluorescence; Potency, µM (series often up to 114 µM), inactives show top-dose activity, negative = inhibition, usual class: inhibitors; 0.18% of 360,000 active; AID 720708, 2013; further: on the % scale 0 is the no-effect control and ±100 the full control effect; nearly all actives have a fitted effect of over 45% in size; many of its hits are not listed in these tables
FUS yeast rescue = qHTS for Suppressors of FUS Proteinopathy: Primary screen using FUS-linked yeast assay; 0.24% of 390,000 active; Potency, µM (highest dose often 76.6 µM), for the others: top-dose growth rescue (activation), hits mostly activators; S. cerevisiae FUS-expressing, growth rescue, OD600, 24 h; AID 1347120, 2019;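 further: plate controls were DMSO vehicle for no effect and reference control for full effect; nearly all actives have a fitted effect of over 55% in size; some results filed as inactive show a strong effect at the top dose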
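Cultures pregrown in 2.5% raffinose medium are shifted to minimal medium containing 2% galactose to express toxic FUS. Compounds are tested at several concentrations. After 24hr at 30C, growth is quantified at 600 nm absorbance.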
TDP43 rescue = qHTS of TDP-43 Inhibitors; TDP-43 expressing yeast growth rescue, BacTiter-Glo, 24 h; Potency, µM (series often up to 46.1 µM), inactives show at the highest dose growth rescue (activation), hits mostly activators; 1.8% of 410,000 active; further: % of control where 0% means no effect; nearly all actives have a fitted effect of over 50% in size
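Growth rescue of TDP-43-toxic yeast measured as ATP luminescence (BacTiter-Glo). Cells grown to mid-log in raffinose, induced in galactose at OD600=0.02, exposed to compound 24 hr at 30 deg C.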
Starred values were filed as active, the others as inactive; i = inactive; ? = inconclusive; . = not tested or not shown; [ ] = another dose, or the depositor's remark. The call rests on the fitted dose curve; in most records, active means well fitted curve in the direction sought with a large enough effect; inconclusive means small, poorly fitted or top-dose-only effect, or another doubt; inactive means no such curve, though single readings can be large; an effect the other way counts as inactive or inconclusive. Potency means the concentration at half of the fitted maximal effect.

no.	SMILES	EPAC2 ag	PTHR1 ag	EPAC1 agonist	EPAC1 antag	aSyn yeast inh	EPAC2 antagonist	FUS yeast rescue	TDP43 rescue
1	O=C1OCCN1C(=O)[C@H]1[C@H](c2ccccc2)C(c2cccc(Cl)c2)=NN1c1ccccc1	-2%	-24%	-21%	-11%	22%	-2%	33%	20%
2	CC(OC(=O)c1ccccc1)C(=O)NCc1ccco1 (centres undefined)	-3%	-18%	13%	-6%	1%	5%	2%	21%
3	C/C=C(\CS(=O)(=O)c1ccccc1)S(=O)(=O)c1ccccc1	2%	i	0%	15%	-2%	7%	11%	10%
4	Cc1ccc(CC2S/C(=C(/C#N)C(=O)N3CCOCC3)N(c3ccccc3)C2=O)cc1 (centres undefined)	6%	-7%	1%	11%	4%	4%	.	-16%
5	CCC(CC)C(=O)c1c[nH]c(C(=O)NCC2CCCO2)c1 (centres undefined)	1%	i	10%	12%	4%	-1%	-8%	16%
6	Cc1ccc(NC(=O)NCCCN2CCCC2=O)cc1	8%	-1%[57.5 µM]	2%	1%	-2%	-1%	1%	-12%
7	CC1CCCN(c2ccc([N+](=O)[O-])cc2C(=O)c2ccccc2)C1 (centres undefined)	16%	i	9%	5%	8%	-12%	14%	29%
8	CCN1C2OC3OC4C(OC3OC2N(CC)S1(=O)=O)N(CC)S(=O)(=O)N4CC (centres undefined)	-4%	i	-7%	-1%	0%	17%	-40%	-8%
9	COc1ccc(NC2CC(=O)N(C(C)C)C2=O)cc1 (centres undefined)	5%	-12%[57.5 µM]	-3%	16%	5%	10%	25%	-7%
10	COc1cc(C(=O)Nc2cccc3c2CCCC3)cc(OC)c1OC	-2%	i	-7%	-20%	-2%	1%	14%	-2%
11	CCN(CC)C1=C(Cl)C(=O)C(Cl)C12OCCO2 (centres undefined)	4%	i	5%	-16%	-6%	4%	-6%	-20%
12	CC(C)NS(=O)(=O)c1ccc(CCC(=O)NCc2ccncc2)cc1	-5%	i	-8%	-2%	6%	5%	11%	-22%
13	CN(C)c1ccc(C(=O)N2CCN(C(=O)C3CCCO3)CC2)cc1 (centres undefined)	-2%	i	-2%	-14%	-5%	5%	-3%	-4%
14	CCOc1ccc(S(=O)(=O)N2CCN(c3c(C)cccc3C)CC2)c2ccccc12	.	-6%	.	.	?	.	-8%	20%
15	COc1ccc(C(C)(O)c2nc(/C=C/c3ccccc3)cs2)cc1 (centres undefined)	25%	-8%	2%	-14%	?	-2%	25%	35µM*

Overlap with the part before: 3 entries, followed by the next part.
no.	SMILES	EPAC2 ag	PTHR1 ag	EPAC1 agonist	EPAC1 antag	aSyn yeast inh	EPAC2 antagonist	FUS yeast rescue	TDP43 rescue
13	CN(C)c1ccc(C(=O)N2CCN(C(=O)C3CCCO3)CC2)cc1 (centres undefined)	-2%	i	-2%	-14%	-5%	5%	-3%	-4%
14	CCOc1ccc(S(=O)(=O)N2CCN(c3c(C)cccc3C)CC2)c2ccccc12	.	-6%	.	.	?	.	-8%	20%
15	COc1ccc(C(C)(O)c2nc(/C=C/c3ccccc3)cs2)cc1 (centres undefined)	25%	-8%	2%	-14%	?	-2%	25%	35µM*
16	CC(=O)Nc1nnc(SCc2cccc(F)c2)s1	2%	-2%	-7%	20%	-2%	-2%	-27%	27%
17	CC1CCC2(CC1)Nc1ccccc1C(=O)N2c1ccccc1 (centres undefined)	6%	i	12%	-9%	1%	0%	21%	8%
18	COc1cccc(NC(=O)CN(C)C(=O)CCN2C(=O)C3CC=CCC3C2=O)c1 (centres undefined)	15%	i	6%	4%	-8%	-29%	-8%	-6%
19	COCCCN1C(=O)C2C(C(=O)Nc3cc(C)cc(C)c3)C3C=CC2(O3)C1C(=O)NC1CCCCC1 (centres undefined)	8%	i	6%	-21%	-1%	6%	29%	-21%
20	CN(CC(=O)N1CCN(c2ccccc2)CC1)S(=O)(=O)c1cccs1	11%	i	4%	1%	3%	-2%	5%	-1%
21	O=C(NC(=S)Nc1ccc(Br)cn1)c1cccs1	-15%	-4%	-8%	6%	0%	15%[57.1 µM]	-33%	1%
22	CCc1cccc(CC)c1NC(=O)Cn1c(-c2ccc(F)cc2)noc1=O	11%	3%	3%	2%	-10%	-5%	8%	-12%
23	CC(C)NS(=O)(=O)c1ccc(CCC(=O)N2CCOCC2)cc1	4%	-21%	1%	-27%	-1%	6%	15%	?
24	O=C(Nc1ccccc1)/C(=C\c1ccco1)NC(=O)c1ccco1	6%	-2%	0%	-7%	3%	23%	11%	-17%
25	COc1ccccc1OCCNC(=O)C(CCSC)NS(=O)(=O)c1ccccc1F (centres undefined)	-20%	i	6%	5%	2%	-1%	3%	15%
26	FC(F)(F)c1ccccc1CN1CCCC(N2CCN(c3ccccc3)CC2)C1 (centres undefined)	5%	-57%[inhibitor]	-13%	-1%	4%	-9%	-15%	3%
27	Cc1ccc(NP(=O)(Nc2ccc(C)cc2)Nc2ccc(C)cc2)cc1	6%	-68%[inhibitor]	6%	4%	14%	0%	-5%	-19%
28	O=c1cc(CCc2ccccc2)[nH]c(=O)[nH]1	-4%	-23%	-21%	10%	?	10%	-21%	21%
29	COc1ccccc1-n1cc(CN2CCN(C3CCCC3)C(CCO)C2)cn1 (centres undefined)	8%	i	9%	2%	-3%	-2%	-26%	17%
30	Oc1ccc(-c2nc3ccccn3c2NCc2ccc3c(c2)OCO3)cc1	-12%	-38%[inhibitor]	-10%	0%	-3%	-1%	-13%	-5%

(cont.)
no.	SMILES	EPAC2 ag	PTHR1 ag	EPAC1 agonist	EPAC1 antag	aSyn yeast inh	EPAC2 antagonist	FUS yeast rescue	TDP43 rescue
31	COCCN=C1Sc2nc3cc(C)c(C)cc3cc2CN1Cc1cccs1	4%	i	5%	-8%	16%	-1%	-2%	-12%
32	COc1ccc(S(=O)(=O)N2CCCC(C(=O)NCc3ccc(F)cc3)C2)cc1 (centres undefined)	4%	i	-9%	-3%	0%	9%	-27%	1%
33	CCOCCCNC(=S)N(Cc1ccco1)Cc1cc2cc3c(cc2[nH]c1=O)OCCO3	5%	-16%	6%	1%	2%	-14%	15%	1%
34	O=C(O)c1ccc(N/N=C/C=C/c2ccccc2[N+](=O)[O-])cc1	9%	-18%	7%	4%	-6%	-5%	21%	18%
35	Cc1cc(NC(=O)CCN2C(=O)C3C4CCC(C4)C3C2=O)cc(C)c1Br (centres undefined)	11%	i	9%	-4%	5%	-7%	22%	7%
36	O=C1SC(SCc2ccccc2)=N/C1=C\c1ccc(C(=O)O)cc1	16%	5%	0%	-8%	9%	-13%	27%	-15%
37	Cc1cccc(OCC(=O)Nc2ccc(N3CCCC3)cc2)c1C	-2%	i	-36%[inhibitor]	-9%	29%	-6%	25µM*	1%
38	CCOc1cc(C2C(C(=O)OC)=C(C)N=C3SCCC(=O)N32)ccc1OC(C)=O (centres undefined)	0%[15.6 µM]	-2%[57.5 µM]	-3%	-12%	0%	-29%	18%	-7%
39	Cc1c(NC(=S)N/N=C/c2ccc([N+](=O)[O-])cc2O)c(=O)n(-c2ccccc2)n1C	11%	-11%	0%	-22%	-8%	-12%	23%	-1%
40	O=C1C=CC(=O)N1CCCCCCN1C(=O)C=CC1=O	4%	-43%[inhibitor]	0%	-3%	-73%[inhibitor]	18%	5%	?
41	N#Cc1ccsc1NC(=O)CN(Cc1ccccc1)Cc1ccccc1	3%	-16%	13%	-28%	6%	-5%	.	?
42	CC(C)[C@H]1COC(NC2=N[C@@H](C(C)C)CO2)=N1	6%	i	10%	-3%	-10%	-2%	-2%	16%
43	CCOc1cccc(CN2CCN(CCCc3ccccc3)C(CCO)C2)c1O (centres undefined)	3%	-21%	12%	17%	2%	-1%	-3%	22%
44	CCn1cc(C(=O)N[C@H](C)c2ccccc2)c(=O)c2cc(F)c(N3CCN(C)CC3)cc21	0%	i	-9%	-23%	1%	-5%	.	16%
45	CCOC(=O)Nc1ccc(=O)n(Cc2c(Cl)cccc2Cl)c1	9%	-11%	-3%	0%	.	13%	13%	19%

Other records follow:
no.	SMILES	EPAC2 ag	PTHR1 ag	EPAC1 agonist	EPAC1 antag	aSyn yeast inh	EPAC2 antagonist	FUS yeast rescue	TDP43 rescue
46	CCC(Cc1ccccc1)NS(=O)(=O)c1ccc2c(c1)NC(=O)CO2 (centres undefined)	3%	-13%	-7%	-9%	1%	0%	-6%	0%
47	C=CC[C@H](CC(=O)NCCO)C(=O)N[C@@H](COC(=O)[C@H](CC=C)CC(=O)OC(C)(C)C)Cc1c[nH]c2ccccc12	-5%	i	-4%	-2%	-6%	?	31%	19%
48	S=c1[nH]nc(Cc2n[nH]c(=S)n2-c2ccccc2)n1-c1ccccc1	3%	i	-4%	6%	0%	1%	-11%	0%
49	O=C(C(c1ccccc1)c1ccccc1)N1CCN(Cc2ccccn2)CC1	8%	i	0%	-8%	0%	3%	-7%	17%
50	O=C(O)c1ccc([N+](=O)[O-])nc1	-6%	i	16%	6%	-4%	3%	-4%	21%
51	COc1cccc(C=NNc2nc3ccccc3s2)c1OC	5%	-19%	-2%	-3%	-6%	14%	-13%	1%
52	COCCn1c(SCC(=O)Nc2ccc(F)cc2)nc2c(oc3ccccc32)c1=O	0%	i	0%	4%	1%	6%	-15%	-1%
53	COCc1ccc(C(=O)Nc2ccc(C(=O)O)cc2)o1	0%	i	3%	-9%	-5%	-3%	6%	-12%
54	CCc1ccc(N(C2C=CS(=O)(=O)C2)S(=O)(=O)c2ccccc2)cc1 (centres undefined)	6%	-5%	-3%	-11%	-2%	7%	.	-5%
55	COc1cc(SC)ccc1C(=O)N(Cc1ccccc1)c1ccccn1	14%	-10%	-3%	-11%	4%	-19%	10%	9%
56	Nn1c(SCC(=O)N2CCCCCC2)nnc1-c1ccncc1	4%	i	6%	6%	-2%	7%	34%	-31%[inhibitor]
57	Cc1ccc(-c2nc3n(n2)Cc2ccccc2-3)cc1	-2%	-28%	-4%	?	-27%	-1%	18%	-29%
58	COc1ccc(NC(=O)c2sc3ncn(CC(=O)N4CCCCC4)c(=O)c3c2C)cc1OC	0%	-35%[inhibitor]	-8%	3%	7%	3%	15%	1%

This is a subset, so the mix of outcomes need not match the whole.
